# IMPase Li inh – cell-permeable IMPase inhibitors with lithium potentiation; CHO-M1 cells, IP1 TR-FRET (IP-One), carbachol + lithium; Potency, µM (doses to about 59.4 µM), for the others: top-dose activity, negative = IMPase inhibition, most hits filed as inhibitors; 0.35% of 210,000 active; AID 1457;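 note: IP1 builds up when IMPase is blocked and the TR-FRET signal falls; potency is the fitted concentration of half-maximal effect; plate controls were basal vehicle for no effect and high inhibitor control for full effect; nearly all actives have a fitted effect of over 50% in size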
#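 IP1 accumulation measured by competitive TR-FRET in lysed CHO-M1 cells after 30 min compound exposure at 37C, with a small lithium addition to potentiate weak responses. Hill-equation AC50 from ratio and donor-channel data.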
# KinaseGlo FLuc – counter-screen: inhibitors of Kinase-Glo firefly luciferase. 0.28% of 200,000 active. Kinase-Glo luciferase, ATP luminescence, 8 min. AID 1379. Q27757. Potency, µM (series often up to 38.3 µM), for the others: at the top dose activity change, negative = inhibition, actives largely listed as inhibitors; note: potency is the fitted concentration of half-maximal effect; % is set by controls: 0 for no effect and ±100 for the full control effect; nearly all actives have a fitted effect of over 60% in size
#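 Compounds were added to a substrate mix at pH 7.2 (50 mM imidazole, 10 uM ATP, within the enzyme's linear range), followed by Kinase-Glo detection reagent; luminescence was measured after 8 minutes at ambient temperature.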
# HttQ103 aggreg – mutant huntingtin aggregation inhibition; AID 1688; PC12 HttQ103-GFP aggregates, Acumen cytometry, 40 h; 1.1% of 220,000 active; Potency, µM (highest dose often 46.1 µM), without a hit: top-dose activity change, negative = inhibition, actives largely listed as inhibitors; note: potency is the fitted concentration of half-maximal effect; % is set by controls: 0 for no effect and ±100 for the full control effect; nearly all actives have a fitted effect of over 60% in size
#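 Compounds (qHTS titration) were added to PC12 cells expressing an ecdysone-driven HTT exon 1 Q103–GFP fusion after induction with 100 nM tebufenozide. Aggregate formation was measured as GFP objects in cell lysates.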
# Epigenetic derep – derepresses silenced GFP reporter in murine cells | murine LDR cells, GFP reporter derepression, 30 h | Potency, µM (titrated, usually from 53.9 µM), for inactives: top-dose GFP activation, actives largely listed as activators | 0.2% of 280,000 active; note: potency is the fitted concentration of half-maximal effect; % of control where 0% means no effect; nearly all actives have a fitted effect of over 60% in size
#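 Derepression of a silenced CMV-GFP reporter in murine LDR cells is scored by enumerating GFP-positive cells with a laser-scanning microplate cytometer after 30 hours of treatment at 37 C.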
# L3MBTL1 block – L3MBTL1 (human) inhibition. AlphaScreen L3MBTL1–H3K9me1 peptide binding. Potency, µM (series often up to 57.1 µM), for the others: top-dose activity, negative = inhibition, most hits filed as inhibitors. 0.66% of 230,000 active. AID 485360; note: potency is the fitted concentration of half-maximal effect; % is set by controls: 0 for no effect and ±100 for the full control effect; nearly all actives have a fitted effect of over 60% in size
#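 AlphaScreen assay: L3MBTL1 (50 nM final) was preincubated 30 min at room temperature with biotinylated H3(1-15)K9me1 peptide (75 nM final), then 30 min with library compounds; streptavidin donor and nickel chelate acceptor beads (10 ug/mL final) added, 30 min dark.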
# NPSR antagonist – blocks cAMP signaling of the human neuropeptide S receptor; Potency, µM (series often up to 38.3 µM), without a hit: at the top dose activity change, negative = inhibition, actives largely listed as inhibitors; 1% of 220,000 active; Q6W5P4; CHO-NPSR cells, cAMP TR-FRET, antagonist mode; note: potency is the fitted concentration of half-maximal effect; % is set by controls: 0 for no effect and ±100 for the full control effect; nearly all actives have a fitted effect of over 50% in size; many of its hits are not listed in these tables
# Target sequence (Q6W5P4 whole entry, looked up): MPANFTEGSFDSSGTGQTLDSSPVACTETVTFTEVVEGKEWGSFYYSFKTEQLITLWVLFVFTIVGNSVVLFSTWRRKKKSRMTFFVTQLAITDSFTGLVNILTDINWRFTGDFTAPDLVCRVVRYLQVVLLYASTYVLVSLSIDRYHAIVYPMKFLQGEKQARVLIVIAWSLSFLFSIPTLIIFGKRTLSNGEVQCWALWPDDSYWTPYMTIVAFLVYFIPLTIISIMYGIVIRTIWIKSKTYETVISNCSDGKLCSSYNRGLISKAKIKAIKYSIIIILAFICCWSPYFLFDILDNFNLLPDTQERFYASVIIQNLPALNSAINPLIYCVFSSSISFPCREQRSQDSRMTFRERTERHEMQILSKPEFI
# CBFb-RUNX1 inh – CBF-beta/RUNX1 interaction disruption; Q01196+Q13951; AlphaScreen CBFb-His/RUNX1-biotin binding, biochemical; Potency, µM (top dose mostly 59.8 µM), for inactives: at the top dose activity, negative = inhibition, most hits filed as inhibitors; 230,000 tested, under 10 active; AID 1477; note: % of control where 0% means no effect
# Target sequence (Q01196 whole entry, looked up): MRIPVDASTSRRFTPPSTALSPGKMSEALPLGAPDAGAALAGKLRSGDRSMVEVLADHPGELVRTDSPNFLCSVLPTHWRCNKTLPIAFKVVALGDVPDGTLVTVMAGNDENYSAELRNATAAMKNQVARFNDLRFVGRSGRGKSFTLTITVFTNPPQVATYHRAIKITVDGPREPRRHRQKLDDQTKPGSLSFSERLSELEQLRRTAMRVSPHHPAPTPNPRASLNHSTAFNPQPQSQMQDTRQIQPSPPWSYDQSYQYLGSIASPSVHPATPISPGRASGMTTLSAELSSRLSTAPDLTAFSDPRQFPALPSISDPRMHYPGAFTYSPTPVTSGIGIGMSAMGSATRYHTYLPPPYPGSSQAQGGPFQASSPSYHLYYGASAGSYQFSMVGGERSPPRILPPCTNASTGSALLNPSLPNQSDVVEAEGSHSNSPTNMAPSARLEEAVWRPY
# Target sequence (Q13951 whole entry, looked up): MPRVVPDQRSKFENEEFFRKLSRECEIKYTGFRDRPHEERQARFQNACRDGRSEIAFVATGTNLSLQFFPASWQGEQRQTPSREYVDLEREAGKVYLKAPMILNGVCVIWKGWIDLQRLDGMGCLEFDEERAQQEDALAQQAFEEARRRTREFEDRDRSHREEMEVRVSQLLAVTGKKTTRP
#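 His-tagged CBF-beta and biotinylated RUNX1 (30 nM each) were premixed 20 min at room temperature, exposed to compound for 15 min, then given nickel-chelate and streptavidin AlphaScreen beads (50 ng each). After 90 min, AlphaScreen signal was read.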
# The depositor's hits bear a star; ? = inconclusive; · = no result given; [ ] = dose if it differs, or a comment. Calls come from the whole dose curve; as a rule, active = well fitted curve in the direction sought with a large enough effect; inconclusive = small, poorly fitted or top-dose-only effect, or another doubt; inactive = no such curve, though single readings can be large; an effect the other way counts as inactive or inconclusive. This is a subset. The share of hits here may be higher or lower than overall.
SMILES,IMPase Li inh,KinaseGlo FLuc,HttQ103 aggreg,Epigenetic derep,L3MBTL1 block,NPSR antagonist,CBFb-RUNX1 inh
N#CC1=C(S)N(c2ccc(F)cc2)C(c2cccs2)NC1=O (stereo unspecified),18%[38.3 µM],0%,1%,1.8%,·,-12%[46.1 µM],-6%
Cc1cccn2cc(CSc3ccccc3N)nc12,33%[activator][38.3 µM],-5%,5%[9.22 µM],-0.2%,·,-3%[46.1 µM],2%
O=C(O)c1ccc(CSc2nnc(-c3ccncc3)n2CC2CCCO2)cc1 (stereo unspecified),9%[38.3 µM],0%,-6%,-1.0%,·,-3%[46.1 µM],7%
COC(=O)c1ccccc1N=Nc1c(C)noc1C,·,·,13%[9.22 µM],0.0%,-19%,5%,-9%
c1ccc(-n2ncc3c(N4CCN(CCOc5cccc6ccccc56)CC4)ncnc32)cc1,28%[38.3 µM],0%,-21%,-1.3%,·,?,0%
CCCCCC(=O)NC(NC(=S)N1CCOCC1)C(Cl)(Cl)Cl (stereo unspecified),21%,0%,14%,1.0%,-18%,-15%[46.1 µM],3%
COc1cccc(-c2nn(C)c3sc(C(=O)Nc4ccc5c(c4)OCCO5)cc23)c1,29%[38.3 µM],11%,-14%,0.0%,·,-26%[46.1 µM],4%
CCC(C)(C)NC(=O)C(c1ccc(OC)cc1)N(Cc1ccco1)C(=O)CCC(=O)Nc1cc(C)on1 (stereo unspecified),4%,3%,-7%,-0.8%,-10%,10%[46.1 µM],-3%
O=C(CSc1nnc(CNC(=O)c2ccccc2F)o1)c1ccccc1,-1%,0%,-5%,0.0%,-2%,-14%[46.1 µM],11%
CC(C)N(Cc1nc(-c2ccccc2)no1)C(=O)C1CCCCC1,38%[38.3 µM],18%,7%,-0.8%,·,?,2%
CC(=O)Nc1cccc(NC(=O)c2ccc(C)c([N+](=O)[O-])c2)c1,-8%,-5%,-3%,0.9%,·,3%,0%
CCOC(=O)c1c(C)[nH]c(C(=O)CN2C(=O)C(=O)N(CC(C)C)C2=O)c1C,-3%,1%,1%,-4.7%,-1%,2%,1%
O=C(CCc1nnc(CCCc2ccccc2)o1)NCCc1ccco1,6%,3%,1%[9.22 µM],-3.1%,-4%,-17%,4%
CCCOc1ccc(C(=O)N2CCCC2)cc1OC,27%[38.3 µM],4%,0%,-1.1%,-3%,-6%[46.1 µM],0%
Cc1ccc(NC(=O)CN2C(=O)S/C(=C\c3cccn3-c3cccc(C(=O)O)c3)C2=O)cc1C,1%,-1%,·,3.2%,?,-20%,-16%
CN(C)c1nc2n(c(=S)n1)CCS2,-4%[38.3 µM],1%,6%,-1.0%,13%[11.4 µM],-4%[46.1 µM],7%
O=[N+]([O-])c1ccc2nc(-c3ccncc3)[nH]c2c1,·,·,-3%[9.22 µM],2.5%,3%,8%,5%
CCC(c1nnnn1Cc1ccccc1)N1CCN(c2ccc(OC)cc2)CC1 (stereo unspecified),20%,-1%,-1%[9.22 µM],0.0%,-24%,11%,-7%
CC(Oc1ccc(Cl)cc1Cl)c1nc(-c2ccc(NC(=O)c3cccnc3)cc2)no1 (stereo unspecified),42%[activator][38.3 µM],2%,7.9µM*,0.9%,-4%[11.4 µM],?,5%
Cc1onc(-c2ccccc2)c1C(=O)NCCc1ccc(Cl)cc1,3%[38.3 µM],0%,17%,0.0%,8%,-8%[46.1 µM],6%
C[C@@](Cc1ccccc1)(NC(=O)CN)c1ccccc1,-4%,3%,9%,-1.1%,·,·,8%[21.7 µM]
Cc1ccc(C)c(S(=O)(=O)NCc2ccc(C(=O)N3CCN(C)CC3)cc2)c1,26%[38.3 µM],1%,0%,3.6%,·,-6%[46.1 µM],17%
Cc1ccccc1N1CCN(C2=NC(=O)/C(=C/c3cn[nH]c3-c3ccccc3)S2)CC1,5%,-2%,?,0.6%,0%,5%,-8%
COC(=O)CNC(c1ccccc1)c1cc(C)ccc1NC(=O)c1cccc(Cl)c1 (stereo unspecified),10%,1%,7%,1.1%,-16%,-47%,?
CCCCCc1c(C)nc(Nc2ccc(F)cc2)[nH]c1=O,35%[38.3 µM],4%,?,0.9%,·,?,1%

# Of the compounds above, two contain a COOH group.
SMILES,IMPase Li inh,KinaseGlo FLuc,HttQ103 aggreg,Epigenetic derep,L3MBTL1 block,NPSR antagonist,CBFb-RUNX1 inh
O=C(O)c1ccc(CSc2nnc(-c3ccncc3)n2CC2CCCO2)cc1 (stereo unspecified),9%[38.3 µM],0%,-6%,-1.0%,·,-3%[46.1 µM],7%
Cc1ccc(NC(=O)CN2C(=O)S/C(=C\c3cccn3-c3cccc(C(=O)O)c3)C2=O)cc1C,1%,-1%,·,3.2%,?,-20%,-16%

# Continuation:
SMILES,IMPase Li inh,KinaseGlo FLuc,HttQ103 aggreg,Epigenetic derep,L3MBTL1 block,NPSR antagonist,CBFb-RUNX1 inh
CCOc1cc(/C=N/O)cc(Br)c1OCc1ccc(Cl)cc1,27%[38.3 µM],0%,-19%,10.0%,0%,?,-4%
c1ccc(-n2cnnc2SCc2cn3ccccc3n2)cc1,-29%[38.3 µM],-2%,14%,0.0%,0%,7%[46.1 µM],0%
O=C(CSc1ccc(F)cc1)NC1CCCCC1,4%,0%,1%,-0.3%,-4%,4%,9%
Cc1sc2nc(C3CC3)nc(NCCNS(=O)(=O)c3ccccc3)c2c1C,12%,2%,1%,0.1%,-1%,-14%[46.1 µM],-4%
OC(CNCc1ccc(Cl)c(Cl)c1)c1ccccc1 (stereo unspecified),4%,-3%,-11%[9.22 µM],-1.0%,7%,17%,15%
CCCCN(C)C(=O)c1nc2ccccn2c1CN1CCN(C/C=C/c2ccccc2)CC1,5%,·,2%[9.22 µM],-0.2%,-6%,12%,14%
CCOC(=O)CC(NC(=O)c1ccco1)c1ccccc1Cl (stereo unspecified),2%[38.3 µM],3%,20%,-3.2%,0%,-5%[46.1 µM],0%
CC(=O)N1CCN(C(=S)NC(=O)c2ccc(S(=O)(=O)N3CCOCC3)cc2)CC1,-7%,-1%,-16%,-1.3%,0%,15%,1%
O=C1Cc2ccccc2C(c2ccc(Cl)cc2)N1 (stereo unspecified),·,·,-10%[9.22 µM],-1.0%,9%,-9%,0%
O=C(COC(=O)C12CC3CC(CC(O)(C3)C1)C2)NC(=O)NCc1ccco1,-9%[38.3 µM],3%,4%,-1.6%,-2%,-10%[46.1 µM],1%
Cc1cc(=O)n(-c2ccc(C(=O)O)cc2)[nH]1,9%,7%,-3%,-0.1%,·,11%,-4%
CCOC(=O)CNC(=O)N1CCCC(CNS(=O)(=O)Cc2ccccc2)C1 (stereo unspecified),10%,2%,-2%[9.22 µM],-4.9%,7%,-15%,6%
CCn1ncc(/C=N\NC(=O)COc2ccccc2)c1C,-7%,-5%,-13%,0.1%,0%,10%,-6%
CNc1cc([N+](=O)[O-])ccc1OCc1ccccc1,·,·,-33%[9.22 µM],0.0%,·,-11%,27%
O=C(N1CCN(c2ccc(F)cc2)CC1)C1(c2cccs2)CCOCC1,3%,-1%,5%,0.0%,3%,-13%,-4%
CC(NC(=O)Nc1ccccn1)N1C(=O)C2C3C=CC(C3)C2C1=O (stereo unspecified),3%,1%,1%,-2.0%,0%,-2%[46.1 µM],1%
NC(=O)N\N=C/C=C/C=C/c1ccc(F)cc1,·,·,-11%[9.22 µM],-1.3%,-1%,-4%,4%
CC(C)C(=O)N=C1SC2CS(=O)(=O)CC2N1Cc1ccc(Cl)cc1 (stereo unspecified),·,·,-3%[9.22 µM],-4.2%,13%,26%,6%
CN1CCN(C(=O)c2sc(=S)n(-c3ccccc3)c2N)CC1,-8%[38.3 µM],1%,?,4.8%,3%,-2%[46.1 µM],4%
CNNC(=O)C(C)NC(=O)c1ccc(Br)cc1 (stereo unspecified),2%[38.3 µM],-1%,10%,-1.1%,0%,11%[46.1 µM],?
Cc1ccc(NC(=O)O/N=C/c2cccc([N+](=O)[O-])c2)cc1,14%,2%,-10%,-2.6%,3%,15%,3%
Cc1ccc(NC(=O)C2CC(=O)NC(Nc3cccc(C)c3)=N2)cc1 (stereo unspecified),20%[38.3 µM],4%,?,0.0%,·,-3%[46.1 µM],1%
O=C(NCCN1CCCCCC1)c1ccc(CS(=O)(=O)c2ccc(Br)cc2)o1,19%,-1%,27%,0.0%,18%,1%,5%
O=C(CCc1nc2ccccc2c(=O)[nH]1)NCc1ccco1,3%,1%,-9%,2.3%,-4%,2%,3%
CN(c1ccccc1C(=O)N1CCN(Cc2ccc3c(c2)OCO3)CC1)S(C)(=O)=O,-5%,-1%,-5%,-0.1%,·,14%,2%

# Structural class, the entries above containing a Cl atom.
SMILES,IMPase Li inh,KinaseGlo FLuc,HttQ103 aggreg,Epigenetic derep,L3MBTL1 block,NPSR antagonist,CBFb-RUNX1 inh
CCCCCC(=O)NC(NC(=S)N1CCOCC1)C(Cl)(Cl)Cl (stereo unspecified),21%,0%,14%,1.0%,-18%,-15%[46.1 µM],3%
CC(Oc1ccc(Cl)cc1Cl)c1nc(-c2ccc(NC(=O)c3cccnc3)cc2)no1 (stereo unspecified),42%[activator][38.3 µM],2%,7.9µM*,0.9%,-4%[11.4 µM],?,5%
Cc1onc(-c2ccccc2)c1C(=O)NCCc1ccc(Cl)cc1,3%[38.3 µM],0%,17%,0.0%,8%,-8%[46.1 µM],6%
COC(=O)CNC(c1ccccc1)c1cc(C)ccc1NC(=O)c1cccc(Cl)c1 (stereo unspecified),10%,1%,7%,1.1%,-16%,-47%,?
CCOc1cc(/C=N/O)cc(Br)c1OCc1ccc(Cl)cc1,27%[38.3 µM],0%,-19%,10.0%,0%,?,-4%
OC(CNCc1ccc(Cl)c(Cl)c1)c1ccccc1 (stereo unspecified),4%,-3%,-11%[9.22 µM],-1.0%,7%,17%,15%
CCOC(=O)CC(NC(=O)c1ccco1)c1ccccc1Cl (stereo unspecified),2%[38.3 µM],3%,20%,-3.2%,0%,-5%[46.1 µM],0%
O=C1Cc2ccccc2C(c2ccc(Cl)cc2)N1 (stereo unspecified),·,·,-10%[9.22 µM],-1.0%,9%,-9%,0%
CC(C)C(=O)N=C1SC2CS(=O)(=O)CC2N1Cc1ccc(Cl)cc1 (stereo unspecified),·,·,-3%[9.22 µM],-4.2%,13%,26%,6%

# Screening data from PubChem BioAssay.
